KCNQ2 block: KCNQ2 potassium channel inhibitors, primary screen, cell-based, CHO-K1, FluxOR thallium flux, B-score (AID 2156) | O88943 | 20 min; active compounds read low | B-score at 10 µM | 310,000 compounds, 1.1% hits;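 active = fluorescence ratio B-score at most minus 3 library SDs, with starting brightness B-score within 2 library SDs, cut at about -5.5 in these data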
Kir21 inh: blocks the mouse Kir2.1 inward-rectifier potassium channel; P35561; HEK293-Kir2.1, FluxOR thallium flux fluorescence; active compounds read low; B-score at 10 µM; 310,000 compounds, 0.85% hits;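 active = fluorescence ratio B-score at or below minus 3 SD of library scores, with starting-brightness B-score within 2 SD, cut at about -4.2 in these data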;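 note: channel flux triggered by added potassium and thallium sulfate stimulus; B-score of peak minus minimum fluorescence over baseline after thallium stimulus; more negative B-score means stronger Kir2.1 block with less thallium influx; some compounds called inactive have numbers as strong as hits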
Target sequence (P35561 whole entry, looked up): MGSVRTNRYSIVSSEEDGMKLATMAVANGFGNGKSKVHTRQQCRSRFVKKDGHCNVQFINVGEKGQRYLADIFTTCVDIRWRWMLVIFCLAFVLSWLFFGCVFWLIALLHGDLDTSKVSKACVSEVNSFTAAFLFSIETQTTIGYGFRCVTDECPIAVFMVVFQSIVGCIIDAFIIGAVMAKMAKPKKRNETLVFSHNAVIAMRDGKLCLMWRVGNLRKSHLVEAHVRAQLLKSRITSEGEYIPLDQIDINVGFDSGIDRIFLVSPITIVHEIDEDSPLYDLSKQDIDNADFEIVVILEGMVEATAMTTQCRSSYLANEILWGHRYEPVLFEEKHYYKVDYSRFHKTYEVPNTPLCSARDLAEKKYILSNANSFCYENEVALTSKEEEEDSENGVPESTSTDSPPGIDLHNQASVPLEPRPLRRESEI
STK33 kinase inh: human STK33 kinase inhibition | inhibition, % at 10 µM | AID 2661 | Q9BYT3 | 320,000 compounds, 0.073% hits | purified STK33, MBP phosphorylation, ADP-Glo luminescence;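 active = inhibition at or above 25%, using the most active replicate where run in duplicate; inactive = inhibition below 25%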
Target sequence (Q9BYT3 whole entry, looked up): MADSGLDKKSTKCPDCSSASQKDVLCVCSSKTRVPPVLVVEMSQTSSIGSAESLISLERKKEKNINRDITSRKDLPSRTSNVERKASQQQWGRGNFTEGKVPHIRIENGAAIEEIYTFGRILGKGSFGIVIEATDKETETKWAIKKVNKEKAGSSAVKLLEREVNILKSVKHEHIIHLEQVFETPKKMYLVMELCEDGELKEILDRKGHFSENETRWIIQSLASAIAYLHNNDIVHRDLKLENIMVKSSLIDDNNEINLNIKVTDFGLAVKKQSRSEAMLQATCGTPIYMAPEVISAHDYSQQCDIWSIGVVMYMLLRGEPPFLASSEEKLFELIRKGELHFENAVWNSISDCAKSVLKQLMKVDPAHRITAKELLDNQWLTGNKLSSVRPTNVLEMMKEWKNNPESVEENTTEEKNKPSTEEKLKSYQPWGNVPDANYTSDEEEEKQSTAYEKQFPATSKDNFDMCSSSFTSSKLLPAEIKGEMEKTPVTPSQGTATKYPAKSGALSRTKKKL
An asterisk follows results filed as active; i = inactive; x = not tested or not shown.

SMILES | KCNQ2 block | Kir21 inh | STK33 kinase inh
Cc1cc(C)n(Cc2ccc(C(=O)O)cc2)n1 | i | 0.7 | -2.2
Cc1ccc(S(=O)(=O)N2CCC(Oc3ccc(-n4cnnn4)cc3)CC2)cc1 | i | 1.47 | -1.6
CP(=O)(COC(=O)c1ccccc1)COC(=O)c1ccccc1 | i | -0.95 | -0.7
CCOc1ccccc1C(=O)N(CN1CCCC1=O)c1ccc(C)c(Cl)c1 | i | -1.62 | -1.0
CCOC(=O)N1CCN(C(=O)Cn2ccc3c(OC)cccc3c2=O)CC1 | i | -2.58 | -1.7
COCCNc1nc(N)c([N+](=O)[O-])c(NCCO)n1 | i | 1.78 | 0.4
Cc1nn(C)c(C)c1NC(=O)CSc1nnc(C)n1-c1ccccc1 | i | -0.2 | -0.7
CCCC(=O)n1nc(-c2cccnc2)nc1N | i | -0.21 | -0.8
c1ccc(-c2ccc(CN3CCSCC3)cc2)cc1 | i | 1.21 | -1.9
Cn1c(-c2c(N)n(CCCc3ccccc3)c3nc4ccccc4nc23)nc2ccccc21 | i | -1.32 | x
Cc1cc(N/C=C2\CCCCC2=O)no1 | i | 0.22 | -1.7
CCOc1ccc(NC(=O)c2c3c(nc4ccccc24)CCC3)cc1 | i | -0.14 | -2.2
COC(=O)c1[nH]c2ccccc2c1NC(=O)c1ccccc1[N+](=O)[O-] | i | 1.52 | 0.9
Cc1cc(C)cc(N(CC(=O)N2CCc3ccccc32)S(=O)(=O)c2c(C)noc2C)c1 | i | -0.12 | -0.3
CCCNC(=O)C1CCN(S(=O)(=O)c2ccc3nc4c(c(C(=O)O)c3c2)CCCCC4)CC1 | i | -0.61 | x

A different layout for 4 compounds above.
compound	KCNQ2 block	Kir21 inh	STK33 kinase inh
CCOC(=O)N1CCN(C(=O)Cn2ccc3c(OC)cccc3c2=O)CC1	i	-2.58	-1.7
COCCNc1nc(N)c([N+](=O)[O-])c(NCCO)n1	i	1.78	0.4
Cc1nn(C)c(C)c1NC(=O)CSc1nnc(C)n1-c1ccccc1	i	-0.2	-0.7
CCCC(=O)n1nc(-c2cccnc2)nc1N	i	-0.21	-0.8

Further records follow:
SMILES | KCNQ2 block | Kir21 inh | STK33 kinase inh
CCOC(=O)N1CCN(C(=O)c2ccccc2NC(=O)COc2ccccc2C)CC1 | i | 0.06 | -0.5
Cc1ccc(N2CCN(C(=O)c3cc(COc4c(C)cccc4C)on3)CC2)c(C)c1 | i | 1.16 | -1.9
CCc1cc2c(NCC(=O)O)ncnc2s1 | i | 1.33 | 0.3
COC(=O)c1cccc(S(=O)(=O)N(Cc2ccco2)Cc2cc3ccc(OC)cc3[nH]c2=O)c1 | i | 0.54 | -0.4
COc1ccc(Cc2nnc(NC(=O)c3ccc(Cl)c([N+](=O)[O-])c3)s2)cc1 | i | -1.63 | 0.5
O=C(NCc1ccco1)C(=S)N1CCCCC1 | i | 0.53 | -0.8
c1ccc2nc(-c3nccs3)ccc2c1 | i | 0.74 | -1.4
CO[C@H]1C=CO[C@@]2(C)Oc3c(C)c(O)c4c(O)c(c5c(nc6cc(C)ccn65)c4c3C2=O)NC(=O)C(C)=CC=C[C@H](C)[C@H](O)[C@@H](C)[C@@H](O)[C@@H](C)[C@H](OC(C)=O)[C@@H]1C | i | 0.67 | x
CCOC(=O)CSc1nnc(-c2ccc(S(=O)(=O)NCc3cccs3)cc2)o1 | i | -0.22 | 3.4
O=C(CCNC(=O)c1ccccc1Cl)Nc1nc(-c2ccc(F)cc2)cs1 | i | 0.34 | -1.5
CC(C)n1c(SCC(=O)Nc2ccccc2N2CCOCC2)nc2c1c(=O)n(C)c(=O)n2C | i | -0.05 | -2.5
CCSc1nc2c(c(=O)[nH]c(=O)n2C)n1C | i | -1.37 | -1.1
CN(C)c1ccc(C(CC(=O)O)NC(=O)c2ccc(Cl)cc2)cc1 (stereo not given) | i | -0.31 | -5.8
Cc1ccc(C(=O)NC(=S)N2CCN(C(=O)OC(C)(C)C)CC2)cc1Br | i | 0.39 | -1.9
Cc1ccccc1CSc1nnc(C)c(=O)n1N | i | -0.53 | -0.5

Random excerpt: 3 entries already listed.
SMILES | KCNQ2 block | Kir21 inh | STK33 kinase inh
Cc1ccccc1CSc1nnc(C)c(=O)n1N | i | -0.53 | -0.5
CC(C)n1c(SCC(=O)Nc2ccccc2N2CCOCC2)nc2c1c(=O)n(C)c(=O)n2C | i | -0.05 | -2.5
Cc1ccc(N2CCN(C(=O)c3cc(COc4c(C)cccc4C)on3)CC2)c(C)c1 | i | 1.16 | -1.9

More results.
SMILES | KCNQ2 block | Kir21 inh | STK33 kinase inh
Cc1c(Cl)c([N+](=O)[O-])nn1CCCC(=O)Nc1sc2c(c1C#N)CCC2 | i | 1.19 | 1.1
CC(C)N(C(=O)CSc1nnc(CSc2ncccn2)n1C)C(C)C | i | 1.18 | -0.3
COc1ccc(-c2cc(C(F)(F)F)nc(S(C)(=O)=O)n2)cc1OC | i | -3.62 | 2.1
COc1ccccc1C(=O)Nc1ccnn1C1CCN(CCCc2ccccc2)CC1 | i | 1.32 | 0.6
Cc1ccc(C(=O)N2C(=O)c3cccc(N)c3C2=O)o1 | i | 0.38 | 1.0
CCCCn1nnnc1SCC(=O)NCc1ccccc1 | i | 0.7 | 0.5
O=C(CSCc1ccccc1Cl)NNC(=O)c1ccccc1 | i | 1.64 | -0.7
Cc1ccc(C(=O)Nc2cc(Cl)ccc2Oc2ccccc2)cc1[N+](=O)[O-] | -6.14* | -1.52 | -1.2
COc1ccc(C(=O)NC2CCN(S(=O)(=O)c3ccc(C)cc3)CC2)cc1 | i | 1.26 | -0.5
COCCN1C(=O)N(C)[C@@H](c2ccccc2)C(C(C)=O)=C1C | i | 0 | -0.2
CCOC(=O)CNC(=O)CN1C(=O)CCSc2ccccc21 | i | 0.08 | -1.5
CCN(CC)S(=O)(=O)c1ccc(NN=c2c(=O)c3ccccc3c2=O)cc1 | i | 0.05 | -0.1
CS(=O)(=O)N(CC(=O)N1CCN(c2ccccc2)CC1)c1cc(C(F)(F)F)ccc1Cl | i | 1.05 | 0.8
O=C(O)C(Cc1ccccc1)N=Cc1c(O)c2ccccc2oc1=O (stereo not given) | i | 0.92 | x
CSc1nc(Oc2ccc(=O)n(C)n2)nc(N(C)C)n1 | i | 0.82 | -0.9
O=C(CCc1nc2ccccc2s1)OCc1ccccc1F | i | 0.42 | -2.2
Cc1c(C(=O)N2CCC(n3nccc3NC(=O)C3CC3)CC2)[nH]c2ccc(Cl)cc12 | i | 0.53 | -1.4
COc1ccccc1N1CCN(C(=O)c2cc(-c3ccccc3O)on2)CC1 | i | 0.17 | -0.5
COc1cccc(NC(=O)CSc2nnc(NC(=O)C3CCC3)s2)c1 | i | -0.33 | -0.3
CNC(C)C#Cc1c(-c2cc(OC)c(OC)c(OC)c2)noc1C (stereo not given) | i | -2.27 | 0.2
COc1ccc2oc(=O)c(-c3nnc(NCc4ccco4)s3)cc2c1 | i | 1.09 | 0.7
O=C(NCc1ccc(Cl)cc1)C1CC(O)CN1S(=O)(=O)c1ccc(Cl)cc1 (stereo not given) | i | -0.87 | -2.4
O=C(CSc1nc(-c2ccco2)cc(C(F)(F)F)n1)N1CCSCC1 | i | -0.9 | -1.0
Cc1ccccc1OCc1nc2c3cnn(C)c3ncn2n1 | i | 1.91 | -0.6
COc1ccc(-c2cn(Cc3ccc4ccccc4c3)nn2)cc1 | i | 1.05 | -1.5
COc1ccc(Cn2c(C)c(C)c(C#N)c2NC(=O)Nc2ccc(Cl)cc2)cc1 | i | 0.14 | -0.8
CCCOC(=O)Nc1ccc(N2CCCCC2)cc1 | i | -0.72 | -0.9
Clc1cccc(N2CCN(Cc3nc(-c4ccccc4)no3)CC2)c1 | i | -0.04 | 0.4
C/C(=N/OCO/N=C(/C)c1ccc(F)cc1)c1ccc(F)cc1 | i | -0.52 | -0.7
COc1ccc(C(=O)COC(=O)CNC(=O)c2cccs2)cc1Br | i | 0.59 | -0.1
Cc1ccccc1NCCC(=O)Nc1ccc(F)cc1 | i | 1.08 | -0.5
Cc1cccc2cc(CNCC3CCCO3)c(Cl)nc12 (stereo not given) | i | 0.13 | -0.2
O=C(COC(=O)Cn1cnc2ccccc2c1=O)Nc1ccc(Cl)cc1 | i | 0.8 | -0.3
COc1ccc(N(CC(=O)N/N=C/c2ccc(-c3ccc([N+](=O)[O-])cc3)o2)S(=O)(=O)c2ccc(C)cc2)cc1Cl | i | 0.17 | -0.1
COc1ccccc1-c1nc2s/c(=C\c3cccs3)c(=O)n2n1 | i | 0.02 | -1.9
CCn1c(SCC(=O)N2CCC(C)CC2)nc2c(c1=O)SC(C)C2 (stereo not given) | i | -2.41 | 0.1
O=C(NCCc1c[nH]c2ccccc12)C(=O)NCC1OCCCN1S(=O)(=O)c1cccs1 (stereo not given) | i | 1.22 | -0.9
Cc1ccc(N/C(N)=N/c2nc(C)cc(N3CCCCC3)n2)c(C)c1 | i | -2.85 | 0.6
O=C(CCN1C(=O)COc2ccccc21)NCCN1CCOCC1 | i | 2.09 | 1.2
Cc1cc(OCC(=O)O/N=C(\N)Cc2cccs2)ccc1Br | i | 0.02 | 11.3
O=C(Nc1ccccc1)C(=O)c1cn(CC(=O)N2CCCCC2)c2ccccc12 | i | 0.68 | -1.9
COc1ccccc1CNc1ccc(C(=O)O)cc1 | i | -1.5 | -0.6
CC1CCC/C(=N\NC(=O)c2ccncc2)C1 (stereo not given) | i | 0.77 | 0.0
CCOC(=O)c1cnn(-c2ccccc2)c1NC(=O)CCl | i | -1.54 | -2.0
COCCOC(=O)C1=C(C)NC(=O)NC1C1CC=CCC1 (stereo not given) | i | 0 | -0.8
COc1cc([N+](=O)[O-])ccc1-c1ccc(/C=N/NC(=O)OC(C)(C)C)o1 | i | -0.18 | -0.2
CC(C)C(=O)Nc1c2c(nc3c1CCC3)CCCC2 | i | -0.52 | -0.9
Cc1ccccc1-c1ccc(=O)n(CC(=O)Nc2ccc(C(=O)N3CCCC3)cc2)n1 | i | -1.66 | 1.7
CCN1CCN(c2ccc(NC(=O)COc3ccccc3Cl)cc2)CC1 | i | -1.26 | -0.6
Cc1ccc(NC(=O)CSc2nc3c([nH]c4ccccc43)c(=O)n2C)cc1 | i | 0.7 | -1.3
O=C(Nc1nonc1NC(=O)C1CCCCC1)C1CCCCC1 | i | 0.87 | -1.9
COc1ccccc1/C=C1\SC(=S)N(C(C(=O)O)c2ccccc2)C1=O (stereo not given) | i | 2.57 | -0.3
CN(C)c1ccc(/C=N/Nc2ccc(-n3ccnc3)nn2)cc1 | i | -0.3 | 1.5
CCc1ccc(OCC(=O)NCC(c2ccc(Cl)cc2)N2CCCCC2)cc1 (stereo not given) | -5.91* | -4.05 | -0.4
CCN(CC)C(=O)CSc1ccc(C(F)(F)F)cc1[N+](=O)[O-] | i | -0.64 | 0.0
CC(C)c1ccc(N(CC(=O)NCc2ccc(F)cc2)C(=O)c2snc(C(N)=O)c2N)cc1 | i | -0.96 | -0.7
CN(CC(=O)Nc1cccc(F)c1)C(=O)c1ccncc1 | i | 0.12 | -2.5
COc1cc(/C=N/NC(=O)CNC(=O)c2ccncc2)ccc1O | i | -0.42 | -1.0
COc1cc(/C=C2\SC(=Nc3ccccc3OC)NC2=O)ccc1O | i | -1.62 | 67.8*
Cc1nnc(NC(=O)CSc2nnc(-c3ccco3)o2)s1 | i | -0.59 | -1.1

The listing continues:
SMILES | KCNQ2 block | Kir21 inh | STK33 kinase inh
COc1ccc(OC)c(NC(=O)Cn2c(CCC(=O)O)ccc2-c2ccc(C)cc2)c1 | i | 0.26 | 0.1
COc1cccc(N(CC(=O)Nc2ccccc2C)S(C)(=O)=O)c1 | i | -1.8 | 0.6
O=C1C=C(NC2CC2)C2(CCCCC2)O1 | i | 0 | 0.5
CCN(CC)C(=O)CCCSc1nnc(Nc2ccccc2F)s1 | i | -0.76 | 1.5
COc1ccc(C2C(C(=O)Nc3cc(OC)c(OC)c(OC)c3)c3ccccc3C(=O)N2C)cc1 (stereo not given) | i | 1.12 | -0.8
CC(C)NC(=O)C1(O)c2ccccc2NC(=O)N1c1ccc(Cl)c(Cl)c1 (stereo not given) | i | 0 | -2.1
CC(C)C[C@H](N)c1cn([C@@H](Cc2cc3ccccc3[nH]2)C(=O)N2CCNCC2)nn1 | i | 2.87 | -0.3
COc1ccc(OC)c(NC(=O)c2cccc(NC(=O)c3ccccc3)c2)c1 | i | 3.86 | -1.0
COc1ccc(CN2CCN(C(=O)CCC(=O)Nc3nnc(C(F)(F)F)s3)CC2)cc1F | i | -0.14 | -0.5
O=C1CS/C(=N/N=C/c2cccs2)N1 | i | 0.14 | -3.8
COc1cc(C(=O)NCCOc2cc(C)ccc2C(C)C)cc(OC)c1OC | i | -0.17 | 0.8
O=C(Cn1nc(-c2ccccc2)ccc1=O)Nc1ccc(-n2cnnn2)cc1 | i | -0.48 | 1.1
Cc1ccc(NC(=O)Cn2nnc3ccccc32)c(C)c1 | i | 0.69 | 2.7
COC(=O)c1ccc(COc2ccc3c(c2)CCC3)o1 | i | -0.91 | -1.1
CC(Oc1ccc2c3c(c(=O)oc2c1)CCC3)C(=O)NCc1cccnc1 (stereo not given) | i | 0.36 | -3.5
N/C(CC(=O)NC1CCCCC1)=N\OCC(=O)Nc1ccc(Cl)c(Cl)c1 | i | 0.86 | -0.3

Screening data as filed in PubChem.

Compounds as they come; about 1.9% have a hit in one of these screens.
